Source: PubChem BioAssay (Sanford-Burnham Center for Chemical Genomics)
XBP1 UPR activ – activators of adaptive XBP1 UPR arm, primary screen, cell-based, CHO-XBP1 luciferase reporter, luminescence, uHTS. activation, % at 20 µM. IRE1-XBP1 UPR activation; percent of tunicamycin response, DMSO as zero. 330,000 tested, 0.33% active;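 active means versus positive control, 20 µM dose yields 30% or more activation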;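 further: 100% = tunicamycin at 10 µg/mL and 0% = DMSO only wells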
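Assay system: IRE1-XBP1 luciferase reporter CHO line. Input: 1000 cells/well. Buffer or medium: F12 with 10% serum. Doses: 20 µM, 1% DMSO. Times: overnight seeding at 37 °C, 6 h compound treatment at 37 °C. Technique: Steady-Glo luciferase glow luminescence, 10 min after reagent addition.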
UPR CHOP act – activators of apoptotic CHOP UPR arm, primary screen, cell-based, CHO-CHOP luciferase reporter, luminescence, uHTS. UPR activation; percent of tunicamycin response over DMSO baseline. activation, % at 10 µM. 330,000 tested, 0.34% active. AID 449763, 2010;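 active means at 10 µM dose, activation of 40% or more, normalized to positive control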;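 further: 100% = tunicamycin at 10 µg/mL and 0% = DMSO alone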
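measured by = luciferase luminescence | assay system = CHO-CHOP cells, stable luciferase reporter of PERK-eIF2a-CHOP signalling | amount = 500 reporter cells seeded per well | timing = 6 h compound exposure at 37 °C after overnight seeding | controls = positive tunicamycin 10 µg/mL, negative DMSO alone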
GRIN3A LBD mod – binders of NR3A ligand-binding domain, primary screen, biophysical, differential scanning fluorimetry, uHTS; Glutamate receptor ionotropic, NMDA 3A (GRIN3A) ligand-binding domain; NR3A LBD differential scanning fluorimetry, Tm shift; 0% = protein alone, 100% = glycine-bound protein; Tm shift relative to glycine control, % at 25 µM; 340,000 tested, 2.5% active;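 active means melting temperature shift of at least 10% of the positive control shift, at one fixed dose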
Mdm2 MdmX PPI – inhibitors of human Mdm2-MdmX association, primary screen, cell-based, luminescence, split luciferase, SaOS-2, uHTS; Protein Mdm4 (Homo sapiens) + E3 ubiquitin-protein ligase Mdm2 (Homo sapiens), …; SaOS-2 split-luciferase Mdm2/MdmX complementation; inhibition, % at 8 µM; 330,000 tested, 3% active; AID 485346, 2010;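 active means inhibition of at least 50% at 8 µM in the primary screen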
Target sequence (O15151 whole entry, looked up): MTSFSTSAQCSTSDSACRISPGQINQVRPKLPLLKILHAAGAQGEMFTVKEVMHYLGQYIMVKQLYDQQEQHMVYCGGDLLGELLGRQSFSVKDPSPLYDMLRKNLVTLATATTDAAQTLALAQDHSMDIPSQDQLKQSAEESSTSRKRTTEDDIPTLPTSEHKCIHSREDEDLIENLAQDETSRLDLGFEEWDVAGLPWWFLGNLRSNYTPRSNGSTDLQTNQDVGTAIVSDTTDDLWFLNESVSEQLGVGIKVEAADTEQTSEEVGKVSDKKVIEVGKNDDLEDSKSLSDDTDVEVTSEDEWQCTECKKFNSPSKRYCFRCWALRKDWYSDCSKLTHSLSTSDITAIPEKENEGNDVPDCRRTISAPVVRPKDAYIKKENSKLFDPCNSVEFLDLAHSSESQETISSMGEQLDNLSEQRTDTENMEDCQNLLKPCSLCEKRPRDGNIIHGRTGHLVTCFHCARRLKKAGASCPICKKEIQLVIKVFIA
Target sequence (Q00987 whole entry, looked up): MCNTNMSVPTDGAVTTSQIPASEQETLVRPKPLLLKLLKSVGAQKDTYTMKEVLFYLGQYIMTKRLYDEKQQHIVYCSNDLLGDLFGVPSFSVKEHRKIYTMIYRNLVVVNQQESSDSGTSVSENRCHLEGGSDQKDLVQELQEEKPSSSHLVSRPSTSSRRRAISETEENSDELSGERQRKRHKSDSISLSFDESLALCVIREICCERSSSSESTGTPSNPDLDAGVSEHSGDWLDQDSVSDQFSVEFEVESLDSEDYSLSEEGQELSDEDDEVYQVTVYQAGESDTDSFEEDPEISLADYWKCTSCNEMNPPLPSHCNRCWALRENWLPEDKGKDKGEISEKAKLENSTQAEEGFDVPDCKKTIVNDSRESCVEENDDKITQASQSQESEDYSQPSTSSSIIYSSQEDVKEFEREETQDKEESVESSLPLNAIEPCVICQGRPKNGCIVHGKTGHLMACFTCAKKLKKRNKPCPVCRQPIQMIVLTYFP
TIM10 inh – growth inhibitors of isogenic TIM10 control yeast, primary screen, counter-screen for tim10-1 yeast inhibitor project, luminescence, uHTS; S. cerevisiae TIM10 strain growth, BacTiter-Glo luminescence, 24 h; inhibition, % at 10 µM; 330,000 tested, 1.4% active;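 active means inhibition of 40% or more at the single tested concentration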;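 further: wild-type TIM10 isogenic control strain grown at permissive 25 °C; 0% = DMSO yeast wells and 100% = minimal medium wells without yeast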
APJ agonist – agonists of human apelin receptor APJ, primary screen, CHO-K1 cells, PathHunter beta-arrestin, luminescence. P35414. 0% DMSO wells, 100% apelin. activation, % at 20 µM. 330,000 tested, 0.11% active. AID 2520, 2010;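 active means activation more than six SD over the plate average, tested at 20 µM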;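 further: 0% = DMSO alone and 100% = apelin-13 at 10 nM; some results filed as inactive read as strong as hits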
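system = engineered CHO-K1 APJ arrestin reporter cells | input = 1000 cells per well | timing = overnight seeding, 90 min compound at 25 °C, 1 h detection | measured by = enzyme-fragment complementation luminescence | read-out = beta-arrestin recruitment to APJ as agonist activity, luminescent signal | control set = negative DMSO alone, positive Apelin-13 at 10 nM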
NLRP3 yeast inh – NALP3 inflammasome inhibitors in reconstituted yeast, primary screen, luminescence, uHTS; AID 2825, 2010; Yeast reconstituted NLRP3/ASC/caspase-1, beta-gal luminescence, 24 h; 330,000 tested, 0.39% active; inhibition, % at 10 µM;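 active means inhibition of 50% or more; inactive means inhibition below 50%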;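 further: plate controls were induced DMSO wells for no effect and uninduced yeast grown without galactose for full effect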
tim10-1 inh – growth inhibitors of tim10-1 mutant yeast, primary screen, luminescence, uHTS | S. cerevisiae tim10-1 ts strain growth, BacTiter-Glo, 24 h | inhibition, % at 20 µM | 330,000 tested, 2.2% active | AID 463190, 2010;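 active means inhibition of at least 40%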;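 further: mutant grown at 25 °C; 0% = DMSO wells with yeast and 100% = wells holding no yeast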
tim23-1 inh – growth inhibitors of tim23-1 mutant yeast, primary screen, luminescence, uHTS | S. cerevisiae tim23-1 growth, BacTiter-Glo luminescence, 24 h | inhibition, % at 20 µM | 330,000 tested, 1.3% active | AID 463212, 2010;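 active means growth inhibition of the mutant yeast at or above 50%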;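 further: temperature-sensitive mutant grown at 25 °C; plate controls were DMSO-treated mutant yeast for no effect and medium wells lacking yeast for full effect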
Active calls of the source: *; · = not tested or not shown.

SMILES | XBP1 UPR activ | UPR CHOP act | GRIN3A LBD mod | Mdm2 MdmX PPI | TIM10 inh | APJ agonist | NLRP3 yeast inh | tim10-1 inh | tim23-1 inh
CC1Cc2ccccc2N1C(=O)Cn1nc(C(=O)O)c2ccccc2c1=O (stereo unspecified) | 0 | -4.0 | 0 | 6 | 9 | -5 | -7 | 12 | 17
CCOc1ccc2c(=O)c(-c3ccc4c(c3)OCCCO4)c(C)oc2c1 | -3 | 0.9 | -3 | 20 | -22 | 0 | 15 | 7 | -5
CC(NS(=O)(=O)c1ccc(Br)cc1)C(=O)NCc1ccco1 (stereo unspecified) | -3 | -2.5 | 0 | -10 | -12 | -1 | 11 | 11 | 9
c1ccc(C2CSc3ccccc3N2)cc1 (stereo unspecified) | 0 | 4.6 | 7 | -17 | 19 | -1 | 8 | 39 | 28
Cc1ccc(S(=O)(=O)N2[C@@H](c3ccc(Cl)cc3)C(C(=O)O)=C[C@H]2CC2CCCC2)cc1 | -1 | 0.3 | -3 | 7 | 10 | 0 | 22 | 23 | 39
CCC(C)[C@H](NC(=O)NCc1ccc(F)cc1)C(=O)O (stereo partly specified) | -1 | -0.5 | 0 | -2 | -7 | -5 | -7 | 10 | -7
COc1ccc([N+](=O)[O-])cc1NC(=O)COC(=O)/C=C/c1ccco1 | -2 | 2.5 | -6 | 29 | 5 | 0 | 15 | 0 | 0
CC(=O)c1c(C(C)=O)c(C)n(-c2nc(-c3ccc(Br)cc3)c(C)s2)c1C | 0 | -1.2 | 1 | 14 | 16 | -3 | 21 | 28 | 36
COc1ccc(-n2nnc3c(SCC(=O)OCc4ccccc4)ncnc32)cc1 | -7 | -3.8 | -1 | -24 | -1 | -4 | 10 | 5 | 2
CCN(c1ccc(C)c(C)c1)S(=O)(=O)c1c(C)[nH]c(=O)[nH]c1=O | -2 | -1.8 | 1 | 15 | -9 | -3 | 10 | -3 | 4
CCOC(=O)c1c(C)n(C)c2ccc(OCC(O)CN3CCN(C)CC3)cc12 (stereo unspecified) | 0 | 1.9 | -1 | 0 | 2 | 0 | 11 | -19 | 3
C=CCn1c(SCC(=O)NCCOC)nnc1-c1cc2c(s1)CCC(CC)C2 (stereo unspecified) | -2 | 0.2 | -1 | -5 | 27 | 0 | 11 | 33 | 18
CC(OC(=O)C(C)Oc1ccccc1)C(=O)Nc1ccc(S(=O)(=O)N2CCCCC2)cc1 (stereo unspecified) | 0 | -0.8 | 0 | -8 | 7 | 1 | 14 | 16 | 27
CCC(=O)Nc1ccc(C(=O)COC(=O)c2sc(C)nc2C)cc1 | -2 | -1.7 | -2 | 13 | 6 | -4 | 18 | -4 | 17
CCCCN(C(=O)C1=CC=CN2CCS(=O)(=O)N=C12)c1ccccc1 | 3 | 0.7 | 2 | -16 | -4 | -1 | 4 | 25 | 1
CN(C(=O)C(=O)c1cn(CC(=O)N2CCCC2)c2ccccc12)C1CCCCC1 | -7 | 2.9 | 1 | 17 | 5 | 4 | 15 | -16 | -16
Cc1cccc(-c2cccc(NC(=O)C3CCCN(Cc4cccnc4)C3)c2)c1 (stereo unspecified) | -4 | -0.8 | 0 | 16 | 21 | -7 | 11 | 31 | 28
Cc1n[nH]c(=O)c2c(NC(=O)COC(=O)c3ncc(Cl)c(Cl)c3Cl)oc(C)c12 | -2 | 1.8 | 5 | 8 | -5 | 2 | 17 | 10 | 14
O=C(Cc1ccccc1)Nc1ccc(C(=O)NCC2COc3ccccc3O2)cc1 (stereo unspecified) | 0 | 2.0 | 22* | -14 | 8 | -1 | 4 | 11 | 0
Cc1cc(C)nc(NS(=O)(=O)c2ccc(NC(=O)c3cc(=O)c4ccccc4o3)cc2)n1 | 0 | -0.3 | 1 | 24 | -3 | 2 | -3 | -3 | -3
FC(F)(F)c1nnc(N2CCN(c3ccc(Cl)cc3)CC2)s1 | -4 | -0.5 | 1 | 40 | 4 | -5 | 22 | 3 | -12
Cc1cccc(NC(=O)CSc2nnc(CNC(=O)c3ccco3)n2C)c1C | -1 | 0.9 | 1 | -13 | 5 | 13 | 13 | 23 | 18
O=C(O)COc1ccc(/C=N/NC(=O)/C(=C/C=C/c2ccccc2)NC(=O)c2ccccc2)cc1 | -2 | 1.6 | -2 | 9 | 9 | 2 | 10 | -4 | 11
CC(/C=C/c1ccco1)=N/NC(=O)C1COc2ccccc2O1 (stereo unspecified) | 0 | 2.5 | 1 | -17 | -3 | 0 | 0 | 17 | 27
CCOC(=O)c1cc2cc3ccccc3cc2[nH]1 | 2 | 3.0 | -20 | -68 | 43* | 2 | 12 | 32 | 45

Overlap with the part before: 4 compounds; new compounds follow.
SMILES | XBP1 UPR activ | UPR CHOP act | GRIN3A LBD mod | Mdm2 MdmX PPI | TIM10 inh | APJ agonist | NLRP3 yeast inh | tim10-1 inh | tim23-1 inh
Cc1cccc(NC(=O)CSc2nnc(CNC(=O)c3ccco3)n2C)c1C | -1 | 0.9 | 1 | -13 | 5 | 13 | 13 | 23 | 18
O=C(O)COc1ccc(/C=N/NC(=O)/C(=C/C=C/c2ccccc2)NC(=O)c2ccccc2)cc1 | -2 | 1.6 | -2 | 9 | 9 | 2 | 10 | -4 | 11
CC(/C=C/c1ccco1)=N/NC(=O)C1COc2ccccc2O1 (stereo unspecified) | 0 | 2.5 | 1 | -17 | -3 | 0 | 0 | 17 | 27
CCOC(=O)c1cc2cc3ccccc3cc2[nH]1 | 2 | 3.0 | -20 | -68 | 43* | 2 | 12 | 32 | 45
Cc1ccccc1C(=O)NCc1nnc(SCC(=O)N2c3ccccc3Sc3ccccc32)n1C | -2 | -0.7 | 1 | 5 | 28 | 1 | 10 | 19 | 14
O=C(Nc1ccccc1)/C(=C\c1ccccc1)NC(=O)c1ccco1 | 0 | -0.1 | 1 | 11 | 19 | -3 | 3 | 6 | 12
O=S(=O)(c1ccc(SCCO)nc1)N1CCOCC1 | 0 | -2.4 | 0 | 3 | 16 | 2 | 11 | 23 | 2
CCCNC(=S)NNC(=O)c1cc(-c2cccnc2)nc2ccccc12 | -3 | -0.2 | 2 | 12 | 16 | -10 | 26 | 5 | 13
COc1cccc(/C=C/C(=O)Nc2ccc(C(=O)Nc3cccc(S(N)(=O)=O)c3)cc2)c1OC | 5 | 0.6 | 39* | 71* | -6 | 2 | -5 | -3 | -16
Cc1ccccc1OC(C)C(=O)Nc1ccc2c(c1)OCO2 (stereo unspecified) | 0 | -0.8 | 2 | 18 | -6 | 0 | 21 | 23 | 17
Nc1[nH]nc2nc3ccccc3cc12 | -1 | -0.6 | 1 | -4 | 6 | -3 | 1 | 7 | 7
CCOC(=O)N1CCC(NC(=O)C(CC(C)C)NC(=O)C2CCC(C)CC2)CC1 (stereo unspecified) | 3 | -1.3 | 1 | 19 | -5 | 7 | 15 | -3 | 14
Cc1ccc(N)cc1O | 0 | -0.9 | -1 | 6 | 0 | 1 | -7 | 4 | 12
Cc1ccc(CNC(=O)CCCc2cn(C)c3ccccc23)cc1 | -3 | 0.8 | 2 | 26 | 14 | -5 | 34 | -12 | 27
COc1cnc(SCc2ccc(Cl)cc2)nc1Cl | 1 | 3.1 | 2 | 8 | -22 | -1 | 12 | 21 | 22
O=c1c2ccccc2[nH]c(=S)n1CCN1CCCCC1 | -3 | 0.2 | -3 | 17 | 5 | -7 | -7 | 15 | 13
C[N+](C)(C)C[C@H](O)CC(=O)[O-] | -2 | 0.3 | -2 | 16 | 0 | 0 | 8 | 5 | 11
Cc1ccc(C(c2nnnn2CS(=O)(=O)c2ccc(C)cc2)N2CCC(C)CC2)cc1 (stereo unspecified) | -1 | 0.8 | 7 | 31 | 17 | 1 | 2 | 10 | 11
CC1CCC(n2c(=S)[nH]c3ccccc3c2=O)CC1 (stereo unspecified) | 4 | 2.7 | -11 | 19 | 21 | -3 | 10 | 27 | 8
CCOc1cc(S(=O)(=O)N2CCCCC2)ccc1F | -1 | -1.1 | -3 | 5 | -3 | -2 | 31 | 10 | 10
COC(=O)c1ccc(NC(=O)c2cnc3scc(C)n3c2=O)cc1 | -1 | -1.9 | · | 0 | 1 | -1 | 11 | -3 | -4
COc1ccc(N(C)S(=O)(=O)c2cccc(C(=O)OCC(=O)N(C)c3ccccc3)c2)cc1 | -1 | -0.5 | -3 | 10 | 7 | 0 | 10 | 14 | 33
N/C(=N\N=C/c1ccc(F)cc1)N/N=C\c1ccc(F)cc1 | 18 | -0.2 | 5 | 60* | 30 | -1 | 64* | 44* | 49
COc1cccc(C(=O)NN2CCOCC2)c1 | -5 | -0.9 | 0 | 6 | -11 | -7 | 16 | -18 | -7
CCCC(=O)NC(Nc1cccc(C(F)(F)F)c1)C(Cl)(Cl)Cl (stereo unspecified) | -1 | 1.2 | -3 | 8 | 7 | -2 | 8 | 22 | 20
Cc1[nH]c(C)c(S(=O)(=O)N2CCCCC2C)c1C(=O)N1CCCC1 (stereo unspecified) | 2 | -0.6 | 1 | 1 | 1 | 2 | 3 | -6 | -10

Random excerpt: 4 compounds from above.
SMILES | XBP1 UPR activ | UPR CHOP act | GRIN3A LBD mod | Mdm2 MdmX PPI | TIM10 inh | APJ agonist | NLRP3 yeast inh | tim10-1 inh | tim23-1 inh
COc1ccc(N(C)S(=O)(=O)c2cccc(C(=O)OCC(=O)N(C)c3ccccc3)c2)cc1 | -1 | -0.5 | -3 | 10 | 7 | 0 | 10 | 14 | 33
Cc1ccccc1OC(C)C(=O)Nc1ccc2c(c1)OCO2 (stereo unspecified) | 0 | -0.8 | 2 | 18 | -6 | 0 | 21 | 23 | 17
Cc1ccc(N)cc1O | 0 | -0.9 | -1 | 6 | 0 | 1 | -7 | 4 | 12
Cc1[nH]c(C)c(S(=O)(=O)N2CCCCC2C)c1C(=O)N1CCCC1 (stereo unspecified) | 2 | -0.6 | 1 | 1 | 1 | 2 | 3 | -6 | -10
